# Compound activity from PubChem.
# TRPN1 ag = zebrafish TRPN1 channel agonists, primary screen, cell-based, HEK293, calcium fluorescence | actives 0.18% (n = 220,000) | HEK293 zebrafish TRPN1-YFP, Fluo-8 calcium fluorescence; 100% = response to 87 µM carbachol | transient receptor potential cation channel N1 (TRPN1/NompC), Danio rerio | activation, % at 3 µM;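 active = activation above its plate's cutoff, the mean activation of test wells on that plate plus 3 SD, cut at about 19% in these data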;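 note: 0% = DMSO alone and 100% = 87 µM carbachol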
#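 Control set: carbachol 87 µM as high control, DMSO as low control; system: HEK293 stable line with zebrafish TRPN1-YFP; read-out: % activation versus carbachol response; detection: intracellular calcium fluorescence with Fluo-8; doses: single test compound dose, 3 µM nominal, 0.3% DMSO; schedule: dye 1 h 37 °C plus 30 min RT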
# BaF3 parental = parental Ba/F3 cell viability inhibition, counter-screen for JAK2V617F inhibitor project, murine pro-B, CellTiter-Glo luminescence; CellTiter-Glo ATP luminescence; inhibition, % at 5.6 µM; actives 1.1% (n = 220,000); AID 1486, 2009;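 active = inhibition above a per-campaign cutoff, the mean inhibition of all tested compounds plus 3 SD, cut at about 27% in these data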;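 note: 0% = DMSO wells and 100% = JAK Inhibitor I control wells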
# TRPML3 agonist = human TRPML3 channel agonists, primary screen, cell-based, HEK293 TRPML3-YFP, Fluo-8 calcium fluorescence, 3 µM; actives 0.29% (n = 220,000); AID 1448, 2008; 100% = the carbachol control signal; activation, % at 3 µM;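 active = activation above its plate's cutoff, the mean activation of the plate's test wells plus 3 SD, cut at about 12% in these data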;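 note: 0% = DMSO only wells and 100% = carbachol wells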
# Target sequence (Q8TDD5 whole entry, looked up): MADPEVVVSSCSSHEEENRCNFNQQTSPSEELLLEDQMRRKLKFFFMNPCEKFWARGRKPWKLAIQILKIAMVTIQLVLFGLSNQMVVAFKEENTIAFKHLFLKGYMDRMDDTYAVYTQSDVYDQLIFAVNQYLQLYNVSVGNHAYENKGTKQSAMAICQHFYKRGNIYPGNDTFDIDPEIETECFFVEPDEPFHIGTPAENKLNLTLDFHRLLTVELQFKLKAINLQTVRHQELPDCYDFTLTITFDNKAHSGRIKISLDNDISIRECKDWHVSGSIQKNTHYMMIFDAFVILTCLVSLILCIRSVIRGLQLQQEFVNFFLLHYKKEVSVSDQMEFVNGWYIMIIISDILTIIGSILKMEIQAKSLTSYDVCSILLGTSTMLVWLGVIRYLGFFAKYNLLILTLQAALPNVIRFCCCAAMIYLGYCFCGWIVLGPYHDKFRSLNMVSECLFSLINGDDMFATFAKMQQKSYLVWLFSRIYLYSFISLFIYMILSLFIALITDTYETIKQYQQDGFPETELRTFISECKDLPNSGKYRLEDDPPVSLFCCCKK
#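 system = HEK293 cells stably carrying human TRPML3-YFP | doses = one concentration, 3 µM nominal, 0.3% DMSO | timing = dye loading 1 h 37 °C then 30 min ambient, 125 s read | detection = Fluo-8 calcium dye fluorescence, ex 470-495, em 515-575 nm | benchmarks = high control carbachol 87 µM, low control DMSO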
# EP2 mod = EP2 receptor modulators, cAMP readout, primary screen, cell-based, HTRF cAMP, PGE2 stimulation | induction, % at 25 µM | EP2-expressing cells, cAMP HTRF FRET, PGE2 co-stimulation | actives 0.83% (n = 260,000);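 active = compounds whose cAMP rise, as percent of the full-agonist control response, exceeds 60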;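 note: rat C6 glioma line stably carrying human EP2 under a CMV promoter; the protocol text gives 20 µM as final concentration; 100% = response of wells given 1 µM PGE2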
# PERK inhibitor = block of dimerizer-induced PERK translation repression, primary screen, PERK inhibitor project, CHO PERK-DD cells, SEAP luminescence, HTS; actives 0.17% (n = 220,000); inhibition, % at 5.6 µM; CHO PERK-DD fusion, SEAP luminescence translation reporter;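 active = inhibition above the mean inhibition of all tested compounds plus 3 SD, set separately per screening campaign, cut at about 2.9% in these data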;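 note: PERK kinase domain activated by AP20187 dimerizer at 100 nM; 0% = DMSO with dimerizer and 100% = rapamycin at 8.4 µM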
# Ba/F3 V617F tox = reduced viability of JAK2V617F-dependent Ba/F3 cells, primary screen, JAK2V617F inhibitor project, cell-based, Ba/F3 EpoR-JAK2V617F, luminescence; ATP luminescence; inhibition, % at 5.6 µM; actives 1.1% (n = 220,000);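 active = inhibition above the campaign mean plus 3 SD over all tested compounds, cut at about 24% in these data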;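 note: cytokine-independent growth of Ba/F3 cells driven by EpoR plus mutant JAK2; 0% = DMSO-treated cells and 100% = JAK inhibitor I control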
# S1P4 antagonist = S1P4 receptor antagonists, primary screen, cell-based; S1P4-expressing cells, antagonist mode, reporter read-out; inhibition, % at 4.98 µM; actives 0.26% (n = 220,000); Sphingosine 1-phosphate receptor 4 (Homo sapiens), O95977; AID 1510, 2009; in the data active = inhibition above about 29%;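 note: 0% = wells stimulated with agonist and 100% = vehicle wells without agonist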
# Target sequence (O95977 whole entry, looked up): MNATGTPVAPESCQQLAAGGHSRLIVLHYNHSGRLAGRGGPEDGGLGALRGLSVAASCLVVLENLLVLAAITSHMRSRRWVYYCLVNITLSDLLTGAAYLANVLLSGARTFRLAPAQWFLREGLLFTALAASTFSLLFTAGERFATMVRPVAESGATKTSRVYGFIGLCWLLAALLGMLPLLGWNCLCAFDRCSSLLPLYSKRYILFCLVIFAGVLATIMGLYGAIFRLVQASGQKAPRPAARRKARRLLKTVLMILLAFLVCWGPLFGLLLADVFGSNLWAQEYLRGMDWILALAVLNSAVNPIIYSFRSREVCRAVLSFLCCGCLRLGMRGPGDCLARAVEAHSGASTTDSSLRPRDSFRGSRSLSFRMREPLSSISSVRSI
# Calpain2 inh = inhibitors of pig calpain II, primary screen, biochemical, fluorogenic peptide substrate, 1536-well; inhibition, % at 16 µM; purified calpain II, 30 min; actives 0.37% (n = 220,000);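 active = inhibition above about 50%, limit read from the data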
# S1P4 agonist = S1P4 receptor agonists, primary screen, cell-based | Sphingosine 1-phosphate receptor 4 (Homo sapiens), O95977 | S1P4-expressing cell line, agonist reporter assay | activation, % at 4.98 µM | actives 0.35% (n = 220,000); in the data active = activation above about 11%;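 note: 0% = DMSO vehicle and 100% = reference agonist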
# * = called active by the depositor; i = inactive; x = no result given; & = joins results of further samples. An unsorted share of the library, and some 3.6% of all compounds hit somewhere here.
SMILES,TRPN1 ag,BaF3 parental,TRPML3 agonist,EP2 mod,PERK inhibitor,Ba/F3 V617F tox,S1P4 antagonist,Calpain2 inh,S1P4 agonist
C=CCn1c(SCC(=O)c2cc(C)n(C)c2C)nnc1-c1ccncc1,1.2,3,0.8,-4,0.5,3,-4,9,0.1
O=C(CCl)NCc1c(Cl)cccc1-n1cccc1,0.3,7,0.3,-40,1.4,1,12,19,-0.7
CCOc1cc(C(=O)Nc2ccc3c(c2)OCO3)ccc1OC(F)F,2.9,6,0.5,5,-0.2,-2,-1,-15,1.5
Cc1csc(SCC(=O)Nc2sccc2C#N)n1,0.0,2,0.0,-3,0.7,-5,-13,-44,-0.3
O=S(=O)(c1ccc(OCc2nc3ccccc3s2)c(Cl)c1)N1CCOCC1,-0.1,1,-0.1,2,0.6,-4,-7,23,-1.2
COc1cccc(C(=O)O/N=C(\N)c2ccc([N+](=O)[O-])cc2)c1,1.4,1,0.3,5,0.8,-5,-21,9,1.7
COc1ccccc1NC(=O)COC(=O)/C=C/c1ccccc1[N+](=O)[O-],2.2,9,0.0,-37,0.1,4,-8,12,2.0
COc1cccc(CNC(=O)C2CCN(S(=O)(=O)c3c(C)nn(C)c3C)CC2)c1,1.1,2,-0.2,26,0.0,-3,-21,13,0.2
CSc1ccccc1NC(=O)Cc1ccccc1[N+](=O)[O-],0.1,8,0.2,-10,0.1,2,-5,-4,-0.6
Cc1cc2nc(C3CCN(Cc4nnnn4Cc4cccs4)CC3)[nH]c2cc1C,-1.3,7,-1.2,-14&-28,-0.1,2,4,30,2.9
COc1ccc(-c2nn(-c3ccccc3)cc2/C=N/NC(=S)NC(C)C)cc1OC,1.0,0,0.1,19,-1.4,1,-2,-55,2.3
NC(=O)CSc1cn(Cc2ccc(F)cc2)c2ccccc12,0.3,5,0.2,-23,0.1,0,-11,-7,0.1
O=C(CCS(=O)(=O)c1cccc2nsnc12)N1CC(=O)N(CCc2ccccc2)C(=O)C1,0.8,-1,1.2,20,1.1,-3,-2,-18,0.0
CCOc1ccc(CN(Cc2ccco2)C(c2cccs2)c2nnnn2C(C)(C)C)cc1 (stereo not given),0.8,4,2.4,18,0.7,2,7,13,1.7
Cc1cccn2cc(CCNC(=O)c3cccs3)nc12,0.9,4,0.0,-45,-0.1,-2,-9,18,0.2
N#CC1=C(N)N2C(=C(C#N)C1c1cccc(Br)c1)Nc1ccccc12 (stereo not given),1.4,5,1.0,-1,0.7,1,-11,-56,2.1
O=c1c2[nH]c3ccccc3c2ncn1Cc1ccncc1,0.7,3,0.4,-2,-0.5,0,-8,-59,-3.6
O=C(c1ccco1)N1CCN(Cc2cccc([N+](=O)[O-])c2)CC1,1.2,0,0.9,12,1.2,-4,-10,-31,-0.8
CC(=O)Nc1nnc(SCC(=O)c2ccc(F)cc2)s1,1.6,4,0.3,-9,-0.3,2,-16,38,-0.3
Cc1ccc(OS(=O)(=O)c2ccccc2)c(/C=N/N=C2\NC(=O)C(C)S2)c1 (stereo not given),0.1,2,-0.1,23,-0.6,-2,-15,-28,0.2
CCN(CC)c1ccc2cc(S(=O)(=O)c3ccc(Cl)cc3)c(=O)oc2c1,0.7,4,0.8,25,0.3,-2,3,-57,5.5
CCOc1ccc(OCC)c(NC(=O)C(NS(=O)(=O)c2ccc3c(c2)oc(=O)n3C)C(C)C)c1 (stereo not given),-1.2,3,-0.6,7,0.0,-1,-21,-9,0.5
Cc1ccc(S(=O)(=O)NCc2ccc(C(=O)NCCN(Cc3ccccc3)C(C)C)cc2)cc1,1.7,3,1.0,-45,0.8,-4,-16,0,0.2
COc1cc(OC)cc(C(=O)Nc2ccc(S(=O)(=O)Nc3ncccn3)cc2)c1,0.1,5,0.8,29,0.3,3,-16,-12,1.4
O=[N+]([O-])c1cccc(-n2nnnc2CN2CCCCCC2)c1,0.8,0,1.1,42,0.1,1,-5,18,-0.7
CC(Oc1ccc(NC(=O)c2ccco2)cc1)C(=O)N1c2ccccc2CC1C (stereo not given),0.5,1,-0.5,-48,-0.2,-3,-5,6,2.8
CCNC(=O)NC(=O)C(C)OC(=O)c1cccnc1SC (stereo not given),-0.6,-1,0.1,x,0.2,-1,-13,x,2.0
N#CCCN(C(=O)COC(=O)Cc1ccc(Br)cc1)c1ccccc1,0.4,0,-0.9,-32,1.4,-1,7,21,1.4
Cc1ccc(C)c(NC(=O)Cc2nc(CCl)cs2)c1,0.3,7,0.2,-5,1.2,-2,-3,50,0.5
CC(C)(C)OC(=O)NCCc1nnc(SCC(=O)Nc2cccc(Cl)c2)o1,7.7,7,3.5,-18,0.8,4,7,-8,0.2
O=C(Nc1cc(Cl)ccc1Cl)C1CC(=O)N(c2ccccc2)C1 (stereo not given),-0.4,10,-0.1,-29,-0.6,4,0,18,-1.4
CCCNC(=O)Cn1c2ccccc2c2nc(=O)cc(C)n21,1.3,8,0.5,8,0.8,0,-8,1,0.8
COc1cc2c(-c3ccccc3O)nc3c(c(C)nn3-c3ccccc3)c2cc1OC,1.6,4,1.1,29,0.6,3,-10,17,0.4
COc1ccc(CCn2c(=O)[nH]c3cc(C(=O)NCCc4ccccc4)ccc3c2=O)cc1OC,1.8,1,0.7,21,3.0*,-1,-19,-22,0.0
COC(=O)CC1C(C(=O)OC)ON2OC(C(=O)OC)C(C(=O)OC)C12 (stereo not given),-0.1,0,0.3,6,0.0,-2,-9,-1,3.0
CCOc1ccc(C(C)NC(=O)CCC(=O)O)cc1 (stereo not given),-0.3,2,0.0,7,-0.7,-6,-14,-40,1.2
Cc1nnc(NC(=O)c2cccc(S(=O)(=O)N3CCOCC3)c2)s1,0.5,4,0.5,6,0.5,-2,-9,5,2.1
CC1(C)CC(=O)C(C(C2=C(O)CC(C)(C)CC2=O)c2cccc(O)c2)C(=O)C1 (stereo not given),-1.2,1,0.9,24,0.7,-3,-9,-4,-0.2
CCOC(=O)CSc1nc(-c2ccccn2)ncc1OC,0.0,0,0.6,-11,-0.7,4,0,33,0.7
Cc1ccc(-c2csc(NC(=O)CSC3=NCCS3)n2)cc1,3.8,2,0.7,-18,-0.7,2,-4,21,1.9
COCCNC(=O)C(c1cccnc1)N(Cc1ccccc1)C(=O)Cn1nnc2ccccc21 (stereo not given),-2.2,5,1.1,-2,-0.4,5,-11,36,-2.0
Nc1nc(N)nc(-c2ccc(Cl)cc2)n1,-0.1,6,0.2,-26,0.5,3,-9,-9,1.3
CC(=O)/C=C1\N(C)c2ccc(C)cc2C1(C)C,0.8,39*,0.1,-50&-32,-0.6,42*,-6,-182,6.7
C1CCN(c2nc3nonc3nc2N2CCCC2)C1,0.3,5,0.6,33,1.0,1,-19,5,0.5
CC12CC(NC(=O)N1c1cccc(C(=O)NCc3ccc4c(c3)OCO4)c1)c1cc(Cl)ccc1O2 (stereo not given),-1.1,11,0.4,9,0.7,0,10,-51,0.7
CC(=O)Nc1nnc(COc2ccccc2)s1,-0.7,2,0.6,-5,0.6,-1,-9,-27,0.1
CCCN1C(=O)/C(=C2\SC(=S)N(c3c(C)n(C)n(-c4ccccc4)c3=O)C2=O)c2ccccc21,2.9,3,0.1,-10,1.9,-3,-2,18,-0.2
CNNC(=S)NC1CC2CC1C1C=CCC21 (stereo not given),-2.5,2,-0.5,15,1.4,-3,4,2,-4.3
COc1cccc(-c2noc(-c3ccc(Br)o3)n2)c1,-1.0,4,-0.5,16,0.2,3,-17,-13,1.0
N#CCSc1nc2ccccc2o1,0.8,-2,0.0,9,0.6,3,3,6,0.9
CCOC(=O)N1CCN(C(=O)Cc2ccsc2)CC1,0.1,0,1.3,6,2.1,4,5,-23,0.7
CC/C(=N\NC(=O)c1csc(C)c1C)c1cccs1,-0.4,0,-0.1,13,0.1,0,1,-23,-0.7
CCn1c(C(C)NC(=O)c2cccs2)nc2ccccc21 (stereo not given),0.6,3,-0.1,4,0.3,-4,-2,-5,-0.4
CCCCCc1c(C)nc(Nc2nc(C)c3cc(OC)ccc3n2)[nH]c1=O,1.2,4,0.8,-5,0.6,3,0,-149,0.5
CCCCCn1c(=NC(C)=O)c(C#N)cc2c(=O)n3ccccc3nc21,1.4,1,0.8,11,0.3,2,-11,i,0.7
O=S(=O)(Nc1nc2ccccc2nc1Nc1ccc(N2CCOCC2)cc1)c1cc(Cl)ccc1Cl,2.0,5,0.1,3,-0.4,3,-10,4,1.0
CC(C)CC(=O)NC(=S)Nc1ccc(F)cc1F,-2.2,4,-0.8,5,0.2,1,-3,-14,1.8
CCOC(=O)N1CCC(NC(=O)CCCN2C(=O)CSc3ncccc32)CC1,2.1,1,1.2,32,1.0,0,3,4,0.2
Cn1c(=O)[nH]c(=O)c2c1nc(N1CCCCCC1)n2CCCSc1nc2ccccc2o1,-0.7,6,1.1,44,-0.5,-1,4,1,-2.8
CCN(C(=O)Cc1cccs1)c1nnc(-c2cccnc2)s1,0.4,1,0.2,6&-1,-0.2,0,-37,-25,-1.1

# Rewritten with two lines to a compound: part of the list above
# Values run as follows: TRPN1 ag, BaF3 parental, TRPML3 agonist, EP2 mod, PERK inhibitor, Ba/F3 V617F tox, S1P4 antagonist, Calpain2 inh, S1P4 agonist
- O=S(=O)(Nc1nc2ccccc2nc1Nc1ccc(N2CCOCC2)cc1)c1cc(Cl)ccc1Cl
 : 2.0, 5, 0.1, 3, -0.4, 3, -10, 4, 1.0
- CC(C)CC(=O)NC(=S)Nc1ccc(F)cc1F
 : -2.2, 4, -0.8, 5, 0.2, 1, -3, -14, 1.8

# Later entries
SMILES,TRPN1 ag,BaF3 parental,TRPML3 agonist,EP2 mod,PERK inhibitor,Ba/F3 V617F tox,S1P4 antagonist,Calpain2 inh,S1P4 agonist
O=C(CSc1nccn1-c1ncc(C(F)(F)F)cc1Cl)c1ccc(Cl)cc1,-0.1,-2,-0.9,15,1.4,-4,-14,-9,-0.3
OC(CNC1CCCCC1)COCCOc1ccc(Br)cc1 (stereo not given),0.0,13,1.5,-52,-0.3,8,15,20,-0.6
Cc1ccccc1C(=O)N1CCC(C(=O)Nc2ccc(S(=O)(=O)N(C)C(C)C)cc2)CC1,0.5,5,0.6,8,-0.1,-2,10,-36,0.3
COc1ccc(C2NC3=C(CCCC3)C(C#N)(C#N)C2(C#N)C#N)cc1 (stereo not given),0.7,5,1.7,-9,1.2,2,-22,-164,-0.5

# An excerpt from above in order of their number in S1P4 agonist, high to low:
SMILES | S1P4 agonist
Cc1ccccc1C(=O)N1CCC(C(=O)Nc2ccc(S(=O)(=O)N(C)C(C)C)cc2)CC1 | 0.3
O=C(CSc1nccn1-c1ncc(C(F)(F)F)cc1Cl)c1ccc(Cl)cc1 | -0.3
OC(CNC1CCCCC1)COCCOc1ccc(Br)cc1 (stereo not given) | -0.6
